# GLA spleen mod – inhibits or activates alpha-galactosidase in human spleen homogenate; Potency, µM (titrated, usually from 80 µM), for the others: top-dose activity change, negative = inhibition, actives largely listed as inhibitors; human spleen homogenate, 4MU-alpha-Gal fluorescence, 40 min; 0.008% of 240,000 active; P06280;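 note: 0% = enzyme with vehicle and -100% = no enzyme basal signal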
# Target sequence (P06280 32-429 limits assumed): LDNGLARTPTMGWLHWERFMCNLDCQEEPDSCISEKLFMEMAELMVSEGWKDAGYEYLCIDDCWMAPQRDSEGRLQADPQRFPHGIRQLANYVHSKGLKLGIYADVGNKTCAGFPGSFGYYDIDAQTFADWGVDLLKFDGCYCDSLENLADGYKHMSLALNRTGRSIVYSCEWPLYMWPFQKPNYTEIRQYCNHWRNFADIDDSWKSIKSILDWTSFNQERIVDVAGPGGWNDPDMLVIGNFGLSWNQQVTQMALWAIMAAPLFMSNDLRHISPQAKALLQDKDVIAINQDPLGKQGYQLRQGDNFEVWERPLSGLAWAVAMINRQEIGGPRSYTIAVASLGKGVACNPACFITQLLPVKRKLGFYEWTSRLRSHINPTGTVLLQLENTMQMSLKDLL
#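 Spleen homogenate 1 ug + cpd (titration) + 4-MU-alpha-D-galactopyranoside 1 mM; 37C 40 min; 50 mM citrate/phosphate pH 5.0, 0.01% Tween-20; stop pH 10; fluorescence 365/440; AC50 via Hill.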
# Tau fibril ThT – blocks human tau fibril formation measured by thioflavin T. P10636. recombinant tau K18 P301L, heparin-induced fibrillization, ThT fluorescence. Potency, µM (top dose mostly 57.4 µM), for the others: at the top dose activity, negative = inhibition, most hits filed as inhibitors. 2.1% of 270,000 active; note: % is set by controls: 0 for no effect and ±100 for the full control effect; nearly all actives have a fitted effect of over 55% in size
# Target sequence (P10636 561-689 P618L limits assumed): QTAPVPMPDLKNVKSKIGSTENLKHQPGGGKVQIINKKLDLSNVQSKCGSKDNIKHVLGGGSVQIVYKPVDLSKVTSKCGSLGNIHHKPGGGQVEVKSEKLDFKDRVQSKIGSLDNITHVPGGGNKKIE
#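 Aggregation was driven by heparin (20 uM final) acting on recombinant tau […] bearing P301L in 100 mM sodium acetate pH 7; fibrils were detected with Thioflavin T.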
# Tau fluor counter – counter-screen for tau fibril formation inhibitors; tau K18 P301L Alexa594 fluorescence, heparin fibrillization; Potency, µM (doses to about 57.7 µM), without a hit: at the top dose activity change, negative = decrease; 0.93% of 280,000 active; note: % is set by controls: 0 for no effect and ±100 for the full control effect; nearly all actives have a fitted effect of over 55% in size
#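 Human tau K18 P301L (15 uM unlabeled, 0.24 uM Alexa 594-labeled) in 100 mM sodium acetate pH 7 with 20 uM heparin, 6 hr at 37 C. ThT 30 uM added, 1 hr ambient; Alexa 594 FP and total fluorescence read at 555/632 nm.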
# GAA spleen mod – inhibits or activates alpha-glucosidase in human spleen homogenate | Potency, µM (titrated, usually from 79.9 µM), inactives show at the highest dose activity change, negative = inhibition, most hits filed as inhibitors | P10253 | 0.006% of 240,000 active | human spleen homogenate, 4-MU-alpha-glucoside fluorescence | AID 2112;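 note: 0% = enzyme with vehicle and -100% = no enzyme basal signal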
#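 AC50 values come from Hill-equation fits of concentration-response data, normalized to no-enzyme and full-activity controls. Enzyme source: 1 ug human spleen homogenate; 1 mM fluorogenic 4-MU glucoside, pH 5.0 citrate buffer, 37 C, 40 min.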
# HTT ATP protect – cytoprotection in Huntington HTT-Q103 PC12 cell model | PC12 HTT-Q103 induced, cytoprotection, ATP luminescence, 40 h | Potency, µM (titrated, usually from 56.4 µM), for inactives: cytoprotection (ATP increase), usual class: activators | 0.14% of 230,000 active;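 note: % of control where 0% means no effect; nearly all actives have a fitted effect of over 45% in size; toxic huntingtin expression switched on by the ecdysone agonist tebufenozide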
#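 Huntington model: PC12 line, ecdysone-inducible HTTQ103 exon1–GFP, tebufenozide 100 nM. Test articles in a dose series. Endpoint luminescence from cellular ATP.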
# Tau fibril FP – tau fibrillization inhibition (FP); Potency, µM (titrated, usually from 57.7 µM), without a hit: at the highest dose activity, negative = inhibition, usual class: inhibitors; 0.39% of 280,000 active; P10636; AID 1468; K18 P301L tau heparin fibrillization, Alexa594 FP, 6 h; note: % is set by controls: 0 for no effect and ±100 for the full control effect; nearly all actives have a fitted effect of over 55% in size
#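 Compound effects on tau fibrillization are measured by Alexa 594 fluorescence polarization (ex 555, em 632 nm). K18 P301L tau is used at 15 uM with 0.24 uM labeled tracer, and 20 uM heparin induces aggregation over 6 hr at 37 C.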
# GAA glycogen mod – alters human alpha-glucosidase cleavage of glycogen. P10253. recombinant GAA, glycogen substrate, Amplex Red glucose oxidase fluorescence. Potency, µM (series often up to 76.4 µM), for inactives: at the top dose activity change, negative = inhibition, actives largely listed as inhibitors. 0.38% of 300,000 active. AID 2100;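 note: 0% = full enzyme reaction and -100% = no-enzyme basal signal; the screen sought inhibitors and activators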
#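 Recombinant enzyme (4 nM final) with compounds titrated up to 77 uM and bovine liver glycogen (30 ug) in citrate pH 5.0, 0.01% Tween-20, 37 C 40 min. Released glucose detected by Amplex Red/glucose oxidase (Ex 573/Em 610); AC50 from Hill fits.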
# GAA inh – inhibitors of human lysosomal alpha-glucosidase. 0.005% of 200,000 active. purified human GAA, 4-MU-alpha-glucoside fluorescence. Potency, µM (series often up to 76.9 µM), without a hit: top-dose activity change, negative = inhibition, usual class: inhibitors. P10253;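 note: plate controls were uninhibited enzyme wells for no effect and no-enzyme background for full effect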
#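 Fluorescence at Ex 365/Em 440 nm from 4-methylumbelliferone reported enzyme activity after 20 min at room temperature. Reactions used 4 nM enzyme and 400 uM substrate at pH 5.0; curves fitted with the Hill equation.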
# * hit, by the source's call; ? = inconclusive; . = not tested or not shown; [ ] = another dose, or the depositor's remark. Calls come from the whole dose curve; as a rule, active = well fitted curve in the direction sought with a large enough effect; inconclusive = small, poorly fitted or top-dose-only effect, or another doubt; inactive = no such curve, though single readings can be large; an effect the other way counts as inactive or inconclusive. Potency is the fitted concentration of half-maximal effect.
No. | SMILES | GLA spleen mod | Tau fibril ThT | Tau fluor counter | GAA spleen mod | HTT ATP protect | Tau fibril FP | GAA glycogen mod | GAA inh
1 | O=C(COc1ccc2ccccc2c1)NNC(=O)c1cnccn1 | -8% | -17% | -9% | -3% | . | -2% | 2% | 2%
2 | Cc1cccn2c(=O)c3cc(C#N)c(=NC(=O)c4ccncc4)n(CCCOC(C)C)c3nc12 | 24% | ? | -3% | 13% | -16% | 2% | -9% | ?
3 | COc1ccc(C(=O)NNC(=O)C(=O)NC(C)c2ccccc2)cc1OC (configuration not stated) | -3% | -11% | -5% | -1% | ? | 5% | 0% | -1%
4 | S=c1nc2ccccc2c2nc(-c3cccnc3)[nH]n12 | 8% | . | -17% | 1% | 2%[10 µM] | -4% | -10% | .
5 | CCOC(=O)/C(C#N)=C\C1=C(N2CCCC2)CC(C)(CC)OC1 (configuration not stated) | -4% | -9% | 0% | -7% | 1%[10 µM] | 6% | 4% | -7%
6 | O=C(NCCCO)Nc1ccc2nc(-c3ccco3)c(-c3ccco3)nc2c1 | 2% | ? | 7.1µM*[quencher] | -7% | -89%[inhibitor] | ? | -4% | -8%
7 | Cc1ccc(S(=O)(=O)c2nnn3c2nc(NCc2ccc(F)cc2)c2sccc23)cc1C | . | 1% | -25% | . | . | ? | 14%[76.3 µM] | .
8 | Cc1ccc(CN2CCN(/N=C/c3cc(Br)cc(Br)c3O)CC2)c(C)c1 | -15% | -8% | -3% | -1% | 28%[10 µM] | -5% | 14% | -7%
9 | CCC1(C)CC2(CCCN(CCC(=O)c3ccccc3)C2)CCO1 (configuration not stated) | 3% | ? | -9% | 2% | 1% | 13% | 4% | 6%
10 | CC(=O)NCCn1c(SCC(=O)NCCC(C)C)nc2ccccc2c1=O | 9% | -1% | -5% | 4% | 7% | -2% | -2% | -4%
11 | COc1cccc(NC(=S)NCCc2ccccn2)c1 | -2% | ? | -24% | -1% | 4% | -3% | 9% | ?
12 | COc1ccsc1C(=O)Nc1ccc(F)cc1F | -3% | -5% | 1% | 1% | -8% | -3% | 5% | -13%
13 | COc1ccc(-n2nc3ccc(NC(=O)c4ccc(C#N)cc4F)cc3n2)cc1Cl | . | -5% | -11% | . | . | -3% | 12%[76.3 µM] | .
14 | CC(=O)N(C)C1(c2nnnn2CCOC(=O)Nc2cccc3ccccc23)CCCC1 | 5% | -5% | 4% | -4% | 29%[10 µM] | 6% | 3% | -7%
15 | COc1ccccc1NC(=O)Cn1c2ccccc2c2nc3n(c(=O)c21)CCS3 | -6% | -6% | -15% | 4% | -38%[inhibitor] | 1% | 0% | -14%
16 | CCOC(=O)c1sc2ncn(CC(=O)Nc3cc(Cl)ccc3C)c(=O)c2c1C | . | 10% | 5% | . | . | ? | 0%[76.3 µM] | .
17 | COC(=O)c1sccc1NC(=S)N1CCN(C)CC1 | 0% | 4% | 6% | 0% | -14% | -8% | 1% | -1%
18 | Cc1cccc(NC(=O)c2ccc(-c3ccccc3)s2)c1 | . | -3% | -25% | . | . | ? | 9%[76.3 µM] | .
19 | O=C1COc2ccc(-c3n[nH]c(=O)c4ccccc34)cc2N1 | 6% | 3% | 6% | . | -34%[inhibitor] | 10% | 4% | -8%
20 | COc1cccc(-c2ccc(SCC(=O)N3CCc4ccccc43)nn2)c1 | 6% | ? | -23% | 1% | 9%[10 µM] | -8% | -4% | -5%
21 | CCc1nc(SCC(=O)Nc2cc(C)on2)c2c(C)c(C)sc2n1 | 8% | -8% | -4% | 5% | -5% | -5% | -18% | 6%
22 | Cc1ccccc1CC1(CO)CCCN(C(=O)c2ccc3ncccc3c2)C1 (configuration not stated) | 8% | -10% | -7% | 0% | -9%[10 µM] | 1% | -2% | -8%
23 | O=C(O)c1ccc2c(=O)n3c(nc2c1)/C(=C/c1cccc(Cl)c1Cl)CCCC3 | -13% | -6% | -1% | -8% | 40%[10 µM] | 7% | 11% | 1%
24 | S=c1nc[nH]c2c1cnn2-c1ccccc1 | -6% | ? | -13% | -1% | -13%[10 µM] | -10% | -9% | -2%
25 | CCN(CC)c1ccc(/C=N/NC(=O)c2ccc(Br)o2)cc1 | -1% | 3.2µM* | ? | -4% | . | 12% | -9% | -8%

# (list continues)
No. | SMILES | GLA spleen mod | Tau fibril ThT | Tau fluor counter | GAA spleen mod | HTT ATP protect | Tau fibril FP | GAA glycogen mod | GAA inh
26 | O=C(COC(=O)c1cccc(Cl)c1)NCCN1C(=O)CSC1=O | -3% | 6% | 9% | 0% | 12%[10 µM] | 6% | 7% | 5%
27 | O=C1NN(c2ccccc2)C(=O)/C1=C\c1ccc(-c2cc([N+](=O)[O-])ccc2O)o1 | ? | 3.5µM* | 7.9µM*[quencher] | ? | 28%[10 µM] | ? | 1% | 4%
28 | Cc1ccc(C)c(CN2C(=O)C3(OCCCO3)c3ccccc32)c1 | -1% | -5% | -8% | -2% | -27%[0.074 µM] | 3% | 7% | -8%
29 | Cc1cc(C(=O)Nc2ccc(S(=O)(=O)N3CCCC3)cc2)cs1 | 17% | 5% | -6% | 5% | 2% | -5% | -9% | -14%
30 | COc1ccc(CCNC(=O)CN2CCC(C)CC2)cc1OC | 19% | 10% | 2% | 7% | 8% | -3% | 5% | 2%
31 | O=C(NCCc1c[nH]c2ccccc12)C(=O)NCC1OCCCN1S(=O)(=O)c1ccccc1 (configuration not stated) | 12% | 9% | 4% | -1% | 45%[10 µM] | 3% | 2% | -10%
32 | CCCC(=O)Nc1ccc(C(=O)NCC2CCCO2)cc1 (configuration not stated) | -3% | -13% | -6% | -1% | 16%[10 µM] | 0% | -1% | -8%
33 | O=C(Nc1nnc(C2CCCCC2)s1)c1cccs1 | 5% | 0% | -5% | -3% | 10%[1.9 µM] | -1% | -5% | -9%
34 | CCCOC(=O)CSc1nnc(-c2cc(OC)c(OC)c(OC)c2)o1 | 12% | -5% | -12% | 3% | -3% | -6% | -4% | 14%
35 | NS(=O)(=O)c1ccc(CNS(=O)(=O)c2ccc(Cl)nc2)cc1 | 4% | 4% | 3% | 9% | . | 5% | 2% | 0%
36 | CCOc1cc(S(=O)(=O)N2CCN(CC)CC2)ccc1Cl | 6% | -3% | 2% | 4% | 2% | 11% | 7% | 2%
37 | c1ccc(CN2C3=NCCCN3c3ccccc32)cc1 | 6% | -2% | 2% | 1% | -2%[10 µM] | 6% | -3% | 3%
38 | COc1cnc(-c2ccccc2)nc1Oc1cccc(C)c1 | 5% | -9% | -23% | 0% | 0% | -9% | 1% | -7%
39 | O=C(O)CCc1nc2cc3ccccc3cc2[nH]1 | 8% | 1% | 10% | 5% | -33% | 3% | 8% | 4%
40 | CC(=O)OCCNC(=O)Cn1cnc2c1c(=O)n(C)c(=O)n2C | -4% | -3% | 1% | -4% | 0% | -5% | -5% | -2%
41 | O=C(Cn1c(NCCO)nc2ccccc21)NCC1CCCO1 (configuration not stated) | 0% | 5% | 9% | . | -7%[10 µM] | 6% | -9% | 8%
42 | CCOC(=O)c1c(NC(=O)c2cc(-c3ccccc3OC)on2)sc(C)c1C | . | ? | -14% | . | . | ? | 1%[76.3 µM] | .
43 | C=C(C)CN(CC)C(=O)CCc1nnc(CCc2c[nH]c3ccccc23)o1 | -3% | -4% | -1% | 0% | 8%[10 µM] | -4% | 14% | .
44 | Cc1ccc(C(=O)NC(Cc2c[nH]c3ccccc23)C(=O)O)o1 (configuration not stated) | -2% | -6% | 2% | -16% | -21% | 6% | -1% | -4%
45 | COc1ccc(NC(=O)c2sc3nc(C)nc(N4CCOCC4)c3c2C)c(OC)c1 | -4% | -1% | 0% | 5% | 7% | ? | 6% | 10%
46 | O=S(=O)(N/N=C/c1ccc(N2CCOCC2)cc1)c1ccccc1 | -1% | 5% | 0% | 2% | -28%[10 µM] | 7% | -27% | -1%
47 | S=c1[nH]nc(Cc2ccccc2)n1-c1cccc2ccccc12 | -1% | -1% | -6% | 2% | . | 0% | -25% | 3%
48 | COc1ccc(/C=C/C(=O)NC(=S)NCC2CCCO2)cc1 (configuration not stated) | -8% | -1% | -7% | -5% | -55%[inhibitor] | -5% | -1% | -2%
49 | CCOC(=O)c1c(NC(=O)c2c(-c3ccccc3)noc2C)sc(C)c1-c1ccccc1 | -1% | 2% | -8% | -2% | 5%[10 µM] | -6% | -4% | 0%
50 | O=C1CC(=O)N(c2ccccc2)N1c1ccccc1 | 1% | ? | -6% | -14% | -7%[0.074 µM] | -8% | -8% | 1%
51 | Cc1c(CBr)[n+](=O)c2c(n1[O-])C(Br)CCC2Br (configuration not stated) | -4% | 25µM* | -28% | -2% | -10%[10 µM] | ? | 0% | .
52 | Nc1c(C(=O)Nc2nc3ccccc3s2)sc2nc(-c3cccs3)ccc12 | -6% | ? | 13µM*[quencher] | -6% | -117%[inhibitor] | 4% | 9% | -11%
53 | CCN(CCCNC(=O)CCc1nc(-c2ccc(C)cc2)no1)c1cccc(C)c1 | 9% | ? | ? | 3% | -29% | ? | -15% | -3%

# Among those listed so far, these have an NH in an aromatic ring.
No. | SMILES | GLA spleen mod | Tau fibril ThT | Tau fluor counter | GAA spleen mod | HTT ATP protect | Tau fibril FP | GAA glycogen mod | GAA inh
4 | S=c1nc2ccccc2c2nc(-c3cccnc3)[nH]n12 | 8% | . | -17% | 1% | 2%[10 µM] | -4% | -10% | .
19 | O=C1COc2ccc(-c3n[nH]c(=O)c4ccccc34)cc2N1 | 6% | 3% | 6% | . | -34%[inhibitor] | 10% | 4% | -8%
24 | S=c1nc[nH]c2c1cnn2-c1ccccc1 | -6% | ? | -13% | -1% | -13%[10 µM] | -10% | -9% | -2%
31 | O=C(NCCc1c[nH]c2ccccc12)C(=O)NCC1OCCCN1S(=O)(=O)c1ccccc1 (configuration not stated) | 12% | 9% | 4% | -1% | 45%[10 µM] | 3% | 2% | -10%
39 | O=C(O)CCc1nc2cc3ccccc3cc2[nH]1 | 8% | 1% | 10% | 5% | -33% | 3% | 8% | 4%
43 | C=C(C)CN(CC)C(=O)CCc1nnc(CCc2c[nH]c3ccccc23)o1 | -3% | -4% | -1% | 0% | 8%[10 µM] | -4% | 14% | .
44 | Cc1ccc(C(=O)NC(Cc2c[nH]c3ccccc23)C(=O)O)o1 (configuration not stated) | -2% | -6% | 2% | -16% | -21% | 6% | -1% | -4%
47 | S=c1[nH]nc(Cc2ccccc2)n1-c1cccc2ccccc12 | -1% | -1% | -6% | 2% | . | 0% | -25% | 3%

# Compound activity (PubChem BioAssay)
